# GoLoco inh red: RGS12 GoLoco-Gai1 interaction inhibition. hit rate 0.44% among 230,000. AID 880. Potency, µM (series often up to 61.6 µM), for inactives: top-dose activity, negative = inhibition, usual class: inhibitors. P63096. Gai1:RGS12 GoLoco peptide FP, rhodamine, 10 min; active means well fitted inhibition curve with a large enough effect, not every such curve was filed as active; inactive means no such curve, though single readings can be large or run the other way; further: on the % scale 0 is the no-effect control and ±100 the full control effect; nearly all actives have a fitted effect of over 30% in size; many of its hits are not listed in these tables
# Target sequence (P63096 whole entry, looked up): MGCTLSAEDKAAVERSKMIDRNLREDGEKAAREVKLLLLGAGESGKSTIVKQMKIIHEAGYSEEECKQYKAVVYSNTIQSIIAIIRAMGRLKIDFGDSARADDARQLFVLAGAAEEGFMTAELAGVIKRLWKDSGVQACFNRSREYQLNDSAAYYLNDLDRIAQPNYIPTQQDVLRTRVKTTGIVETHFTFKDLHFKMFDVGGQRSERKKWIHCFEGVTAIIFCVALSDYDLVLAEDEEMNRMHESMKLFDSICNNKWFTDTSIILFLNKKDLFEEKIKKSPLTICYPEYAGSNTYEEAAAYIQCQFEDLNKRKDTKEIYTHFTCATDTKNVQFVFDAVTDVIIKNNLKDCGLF
# GAA spleen mod: lysosomal alpha-glucosidase (human) modulation; P10253; Potency, µM (titrated, usually from 79.9 µM), for inactives: at the highest dose activity change, negative = inhibition, hits mostly inhibitors; AID 2112; hit rate 0.006% among 240,000; human spleen homogenate, 4-MU-alpha-glucoside fluorescence;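 further: 0% = enzyme with vehicle and -100% = no enzyme basal signal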
#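 Human spleen homogenate (1 ug) incubated with compounds and 1 mM 4-methylumbelliferyl-alpha-D-glucopyranoside in pH 5.0 citrate/phosphate buffer, 37 C, 40 min. Stopped at pH 10; 4-MU fluorescence (Ex 365/Em 440 nm); AC50 by Hill fit.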
# HttQ103 aggreg: inhibitors of mutant huntingtin aggregate formation in PC12 cells | PC12 HttQ103-GFP aggregates, Acumen cytometry, 40 h | Potency, µM (series often up to 46.1 µM), for inactives: at the highest dose activity change, negative = inhibition, hits mostly inhibitors | hit rate 1.1% among 220,000; further: on the % scale 0 is the no-effect control and ±100 the full control effect; nearly all actives have a fitted effect of over 60% in size
#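 Quantitative HTS on tebufenozide-induced (100 nM) PC12 cells stably expressing polyQ103 Huntingtin exon 1–GFP. Reduction of bright GFP aggregates, detected by laser scanning cytometry after lysis, identified actives across the titration.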
# HTT ATP protect: cytoprotection in Huntington HTT-Q103 PC12 cell model. PC12 HTT-Q103 induced, cytoprotection, ATP luminescence, 40 h. hit rate 0.14% among 230,000. AID 1471. Potency, µM (titrated, usually from 56.4 µM), for inactives: cytoprotection (ATP increase), actives largely listed as activators;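 further: % of control where 0% means no effect; nearly all actives have a fitted effect of over 45% in size; toxic huntingtin expression switched on by the ecdysone agonist tebufenozide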
#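 Compounds added alongside 100 nM tebufenozide, which induces toxic Q103 huntingtin exon 1-GFP in stable PC12 cells; surviving cells quantified by luminescent ATP measurement. Medium: phenol red-free DMEM, 5% equine and 5% calf serum.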
# GAA inhib: alpha-glucosidase (human) inhibition; P10253; purified human GAA, 4-MU-alpha-glucoside fluorescence; Potency, µM (top dose mostly 76.9 µM), inactives show at the top dose activity change, negative = inhibition, usual class: inhibitors; hit rate 0.005% among 200,000;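 further: plate controls were uninhibited enzyme wells for no effect and no-enzyme background for full effect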
#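 qHTS format, compound range up to 77 uM. Human lysosomal enzyme at 4 nM, 400 uM 4-MU glucoside substrate, pH 5.0, 20 min room temperature; fluorescence after alkaline stop gives activity normalized to controls.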
# GAA glycogen: inhibitors or activators of human alpha-glucosidase glycogen cleavage; P10253; recombinant GAA, glycogen substrate, Amplex Red glucose oxidase fluorescence; Potency, µM (series often up to 76.4 µM), inactives show at the top dose activity change, negative = inhibition, usual class: inhibitors; hit rate 0.38% among 300,000; AID 2100;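 further: 0% = full enzyme reaction and -100% = no-enzyme basal signal; the screen sought inhibitors and activators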
#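 qHTS, 1536-well; enzyme 4 nM final; cpd up to 77 uM; substrate bovine liver glycogen 30 ug; 50 mM citrate/phosphate pH 5.0, 0.01% Tween-20; 37 C, 40 min; Amplex Red detection 45 min RT; Hill fit → AC50.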
# IMPase Li inh: IMPase inhibition in cells with lithium potentiation; CHO-M1 cells, IP1 TR-FRET (IP-One), carbachol + lithium; Potency, µM (top dose mostly 59.4 µM), for the others: at the highest dose activity, negative = IMPase inhibition, actives largely listed as inhibitors; hit rate 0.35% among 210,000;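 further: IP1 builds up when IMPase is blocked and the TR-FRET signal falls; plate controls were basal vehicle for no effect and high inhibitor control for full effect; nearly all actives have a fitted effect of over 50% in size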
#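 CHO cells stably expressing M1 receptor (2000/well) were cultured 16–30 h, then exposed to compounds with a small lithium addition for 30 min at 37C. IP1 was measured by TR-FRET competition; AC50 from Hill fits.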
# Numbers without * were called inactive; ? = inconclusive; · = not tested or not shown; [ ] = dose if it differs, or a comment. Unless noted, the call rests on the fitted dose curve; in most records, active means well fitted curve in the direction sought with a large enough effect; inconclusive means small, poorly fitted or top-dose-only effect, or another doubt; inactive means no such curve, though single readings can be large; an effect the other way counts as inactive or inconclusive. Potency means the concentration at half of the fitted maximal effect. Not all compounds are listed (hit frequency here may not be typical).
SMILES,GoLoco inh red,GAA spleen mod,HttQ103 aggreg,HTT ATP protect,GAA inhib,GAA glycogen,IMPase Li inh
O=C(NNC(=O)C1[C@H]2CCCC[C@@H]12)Nc1cccc2ccccc12 (stereo partly drawn),6%,-1%,-2%[9.22 µM],5%[10 µM],·,6%,·
Cc1ccc(-n2cc(CNCCCn3cccn3)c(-c3cccc(C)c3)n2)cc1,8%,-3%,-2%[9.22 µM],-8%[10 µM],·,-5%,·
CCOC(=O)CSc1cc(C)nc2ccc(OC)cc12,-3%,1%,18%[9.22 µM],-9%[10 µM],6%,-14%,11%
O=S(=O)(c1ccccc1)N1CCN(C(=S)Nc2ccc(F)cc2)CC1,13%,-3%,-12%,21%[10 µM],3%,2%,4%
Cc1ccccc1OCC(=O)NN1Cc2ccccc2C1=N,3%,2%,25%[9.22 µM],-7%,1%,7%,14%[38.3 µM]
Cc1nc2ccc(N)cc2s1,-2%,-17%,-21%,9%,-9%,3%,-6%[38.3 µM]
CC(C)N(Cc1nc(-c2ccccc2)no1)C(=O)c1ccc([N+](=O)[O-])cc1,-15%,-3%,-29%,-70%[inhibitor],-2%,4%,8%
Cc1cccc(C)c1NC(=S)/N=C/N(C)C,13%,-2%,22%[9.22 µM],-27%[1.9 µM],6%,11%,0%
O=C(c1ccc(C(=O)N2CCN(c3ccccc3F)CC2)nc1)N1CCN(c2ccccc2F)CC1,-2%,-5%,-11%[9.22 µM],-4%[10 µM],·,3%,·
CC(C)C(=O)Nc1nnc(SCC(=O)Nc2ccc3c(c2)OCO3)s1,1%,-1%,9%,6%[1.9 µM],7%,10%,-12%
C=CCN1C(=O)/C(=C\c2ccc(Cl)cc2)N=C1SCC(=O)NCCC,12%,-5%,-8%,-9%,1%,1%,8%[38.3 µM]
CCOc1ccc(S(=O)(=O)NCCC(=O)OCN2C(=O)c3ccccc3C2=O)cc1,-1%,-1%,14%,-27%[10 µM],-2%,-1%,9%[38.3 µM]
Cc1noc(C)c1S(=O)(=O)NCCCN1CCN(Cc2ccccc2)CC1,5%,-4%,26%,6%,-2%,3%,54%[activator][38.3 µM]
CC(C)[C@H](NS(=O)(=O)c1ccccc1)C(=O)OCC(=O)NC(=O)c1cccn1C,113%[activator],7%,28%,1%,-10%,-20%,36%[activator][38.3 µM]
Cc1ccnc(N2CCC(C(=O)NCc3ccccc3F)CC2)n1,32%[activator],3%,-1%[9.22 µM],-15%[10 µM],10%,3%,?
CC1=NC(=O)C(N=Nc2cccc(O)c2)N1c1ccccc1 (stereo not drawn),16µM*,3%,7%,-30%,-10%,3%,21%[38.3 µM]
S=C(NCCN1CCOCC1)N/N=C/c1ccccc1,-4%,-6%,-1%,-11%,-11%,-1%,19%[38.3 µM]
CCOc1cc(C2Nc3cccc4cccc(c34)N2)ccc1O,-13%,-4%,16%[9.22 µM],6%,-3%,?,21%[38.3 µM]
COc1cc(-c2c(C#N)c(=O)[nH]c3c2c(C)nn3-c2ccccc2)ccc1O,-8%,-25%,-8%,-15%,0%,-8%,10%[38.3 µM]
OCC1(CC2CCCCO2)CCN(Cc2nc3ccccc3[nH]2)CC1 (stereo not drawn),27%,2%,9%[9.22 µM],16%[10 µM],12%,6%,2%
COCCOC(=O)C1=C(C)NC(=O)NC1c1cn(-c2ccccc2)nc1-c1cccs1 (stereo not drawn),-3%,3%,-2%,-11%,?,-16%,5%[38.3 µM]
CCCn1c(SCC(=O)c2[nH]c(C)c(C(C)=O)c2C)n[nH]c1=O,11%,-1%,15%[9.22 µM],-3%[10 µM],5%,3%,·
CCN(CC)c1ncnc2c1cnn2Cc1ccc(Cl)cc1,1%,3%,5%[9.22 µM],2%[10 µM],-5%,2%,10%
COC(=O)c1ccccc1N/C=C/C(=O)c1ccc(Br)cc1,6%,-29%,15%,-6%[10 µM],5%,-3%,11%
Cc1cc(C)nc(SCc2ccc(C(=O)N/N=C/c3ccncc3)cc2)n1,2%,3%,24%,1%,?,2%,5%
Cc1ccc(C(=O)N/N=C\c2ccc([N+](=O)[O-])o2)cn1,5%,7%,-6%[9.22 µM],7%[10 µM],-11%[15.4 µM],?,·
CCc1ccccc1NC(=O)CCCSc1nc2ccccc2s1,6%,-6%,-10%,1%[10 µM],7%,-4%,0%
Cc1nc(NCC2CCCO2)nc2c1C(=O)CC(C)(C)C2 (stereo not drawn),11%,-2%,-18%,-15%[0.074 µM],?,5%,27%[38.3 µM]
Cc1c(Nc2cc(N3CCCC(C)C3)c3nonc3c2[N+](=O)[O-])c(=O)n(-c2ccccc2)n1C (stereo not drawn),8%,0%,9%,-13%,-3%,-2%,11%[38.3 µM]
CCOc1cc2nc3c4ccccc4n(C)c3nc2cc1OCC,-9%,-3%,-13%,·,?,1%,-15%
CCc1c(C)nc2cc(-c3ccc(OC)c(OC)c3)nn2c1N1CCCC1,·,12%,-27%,-18%[10 µM],-9%,12%,·
CCCCn1c(CCC(=O)O)ccc1-c1cccs1,-7%,0%,1%,2%,8%,-25%,28%[38.3 µM]
C[C@H]1COc2c(N3CCN(C)CC3)c(F)cc3c(=O)c(C(=O)NCc4ccco4)cn1c23,2%,7%,·,-51%,·,·,5%
CSC1=NCCN1C(=O)C(C)Oc1ccccc1 (stereo not drawn),11%,4%,-11%,2%[10 µM],-1%,-9%,24%[38.3 µM]
Cc1cc(C)n2nc(C(=O)N/N=C/c3cn(C)nc3C)nc2n1,9%,-6%,14%[9.22 µM],12%[10 µM],·,-10%,·
CCOC(=O)/C(=N\Nc1ccccc1Cl)N1CC(C)OC(C)C1 (stereo not drawn),8%,2%,-28%[9.22 µM],4%[10 µM],·,?,·
Cc1ccc(C(=O)Oc2coc(CSc3nnc(NC(=O)c4cccs4)s3)cc2=O)cc1,8%,0%,11%,·,-2%,5%,-1%
Cc1ccc(S(=O)(=O)N2CCC(=O)N(C(COCc3ccc(C(F)(F)F)cc3)C(C)C)CC2)cc1 (stereo not drawn),2%,2%,-20%,·,?,-9%,8%
CCOc1ccc(NC(=O)c2cccnc2SC)cc1,16%,-3%,0%,-65%[inhibitor],3%,9%,3%
COc1ccccc1CC(NC(C)=O)C(=O)N1CCN(C(=O)c2cccs2)CC1 (stereo not drawn),2%,-5%,-10%,-16%[10 µM],3%,7%,-4%
CN(C)c1cc(NC(=O)CNC(C)(C)C)c2ccccc2n1,-3%,11%,0%[9.22 µM],6%[10 µM],·,2%,·
O=C1c2cccnc2C(=O)N1Cc1cccs1,-1%,5%,22%,-12%,-6%[15.4 µM],-4%,7%[38.3 µM]
O=C(Nc1ccccc1)Nc1csc2ccccc12,-3%,-18%,-5%[9.22 µM],-14%[10 µM],·,-12%,·
CCn1c2ccccc2c2cc(NC(=O)CSc3nnc(-c4cccc(OC)c4)n3N)ccc21,11%,-9%,-2%,-1%[10 µM],-8%,0%,1%
NC(=O)C1CCN(CC(=O)NC2CCCc3ccccc32)CC1 (stereo not drawn),7%,1%,18%,-11%,-3%,-30%,1%
COc1cc(CCC(=O)OCC(=O)Nc2ccccc2C#N)cc(OC)c1OC,6%,2%,-7%,-27%,2%,2%,5%
Cc1ccccc1NC(=S)N(CCc1c(C)[nH]c2ccc(F)cc12)Cc1ccncc1,6%,-12%,4%,-10%,?,-5%,8%
CCOP(=O)(OCC)C(NC(=O)Nc1ccc(Cl)cc1)c1ccccc1 (stereo not drawn),·,3%,26%,-18%[10 µM],-11%,-4%,·
CCCCOC(=O)c1cc(=O)[nH]c2ccccc12,1%,-3%,-15%,-17%[0.074 µM],-3%,-12%,2%[38.3 µM]
CC1=CC(=O)C2=C(C)CC[C@@H]3[C@H](OC(=O)[C@H]3C)[C@@H]12,3%,1%,-7%[9.22 µM],0%[10 µM],·,1%,·

# A run of entries from further up, as a working copy:
SMILES,GoLoco inh red,GAA spleen mod,HttQ103 aggreg,HTT ATP protect,GAA inhib,GAA glycogen,IMPase Li inh
O=C(NNC(=O)C1[C@H]2CCCC[C@@H]12)Nc1cccc2ccccc12 (stereo partly drawn),6%,-1%,-2%[9.22 µM],5%[10 µM],·,6%,·
Cc1ccc(-n2cc(CNCCCn3cccn3)c(-c3cccc(C)c3)n2)cc1,8%,-3%,-2%[9.22 µM],-8%[10 µM],·,-5%,·
CCOC(=O)CSc1cc(C)nc2ccc(OC)cc12,-3%,1%,18%[9.22 µM],-9%[10 µM],6%,-14%,11%
O=S(=O)(c1ccccc1)N1CCN(C(=S)Nc2ccc(F)cc2)CC1,13%,-3%,-12%,21%[10 µM],3%,2%,4%

# Next part.
SMILES,GoLoco inh red,GAA spleen mod,HttQ103 aggreg,HTT ATP protect,GAA inhib,GAA glycogen,IMPase Li inh
CC(C)(C)c1ccc(C(=O)N2CCC(C(=O)NCc3ccncc3)CC2)cc1,-3%,-1%,-19%,3%[10 µM],-8%,3%,4%
O=c1c2cc(Cl)ccc2oc2nc3n(c(=O)c12)CCCS3,6%,-1%,7%,1%,2%,-11%,7%[38.3 µM]
Cn1c(=O)c2c(nc(NCCc3ccccc3)n2CC(=O)NCCc2ccccc2)n(C)c1=O,9%,-3%,14%,7%[10 µM],-5%,-2%,-5%[38.3 µM]
CCCCCOC(=O)C1[C@H]2C(=O)N(CCCOC)C[C@]23C=C[C@H]1O3 (stereo partly drawn),-6%,-7%,16%,-14%[0.074 µM],2%,10%,4%[38.3 µM]
CCN(Cc1ccccc1)C(=O)c1ccccc1C,2%,-1%,-8%,8%,-10%,5%,10%[38.3 µM]
O=C(N/N=C/c1c[nH]c2ccccc12)c1cccc([N+](=O)[O-])c1,8%,-9%,-2%,9%[10 µM],-3%,6%,3%
Cn1c(=O)c2c(nc(CN3CCN(Cc4ccccc4)CC3)n2CCN2CCOCC2)n(C)c1=O,-17%,-2%,?,-24%[0.074 µM],7%,-1%,36%[38.3 µM]
COc1ccc(N=CC=C2OC(C)(C)C(C)(C)O2)cc1OC,-1%,2%,1%[9.22 µM],0%[10 µM],·,-26%,·
c1ccc(CCNc2nc(-c3cccnc3)cs2)cc1,0%,-17%,-20%,-2%[10 µM],6%,-3%,16%
O=C(O)CC1=C(O)C(=O)N(c2ccccc2)C1c1ccccc1 (stereo not drawn),7%,-14%,14%,16%[1.9 µM],-12%,?,32%[activator][38.3 µM]
CC1Cc2cc(/C(O)=C3/C(=O)C(=O)N(CC4CCCO4)C3c3ccco3)ccc2O1 (stereo not drawn),11%,-14%,10%,10%[0.074 µM],-3%,2%,-7%[38.3 µM]
COc1ccc(OC)c(NC(=O)C(=O)N/N=C/c2ccccc2[N+](=O)[O-])c1,15%,-11%,12%,0%,-9%,2%,1%[38.3 µM]

# Screening results deposited in PubChem BioAssay by National Center for Advancing Translational Sciences (NCATS).
